Bioassay records deposited in PubChem by Broad Institute.
miR122 inh: miR-122 Renilla sensor signal increase in Huh7, primary screen, miR-122 inhibitor project, cell-based, single point, plate reader | 0.3% of 340,000 active | Huh7 miR-122 Renilla luciferase sensor, 48 h; neutral wells = 0, positive control = 100 | activation (reporter increase), % at 12.5 µM | AID 602342, 2012;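 active = mean replicate activation score at least 90 and every replicate individually at or above 90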;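 also: higher luciferase means less miR-122 activity so hits act as miR-122 inhibitors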
esBAF inh: Bmi1 luciferase reporter increase in mESCs, primary screen, esBAF inhibitor project, mouse ES cells, Bmi1 luciferase knock-in, single point; 24 h; 100% = twice the neutral-well signal; reporter increase, % at 12.5 µM; 2% of 350,000 active; AID 602393, 2012; in the data active = activation above about 40%;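 also: 0% = median of the plate's neutral control wells and 100% = double that signal; a rise in the Bmi1 reporter signal indicates esBAF inhibition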
ARNT TACC3 PPI: disruptors of ARNT/TACC3 protein interaction, primary screen, biochemical, AlphaScreen, single concentration; Transforming acidic coiled-coil-containing protein 3 (Homo sapiens), Q9Y6A5; AlphaScreen His-ARNT PAS-B/GST-TACC3 binding, luminescence; TACC3 fragment carries E629A point mutation; inhibition, % at 9.99 µM; 0.66% of 390,000 active; AID 623870, 2012;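 active = mean inhibition of replicates at least 50% and at least half of replicates each reaching 50%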;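 also: 0% = complete ARNT plus TACC3 wells and 100% = ARNT alone without TACC3; many hits fall short of the cut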
Statin myotox sup: suppressors of statin myotoxicity in C2C12 myotubes, primary screen, cell-based, single point, plate reader; rescue of ATP level, % at 7.49 µM; 0.78% of 330,000 active; AID 602340, 2012; C2C12 myotubes + simvastatin, ATP luminescence, 48 h; scaled: DMSO 0, geranylgeraniol control 100;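 active = mean ATP rescue above about 67%, or every replicate alone reaching that limit, limit read from the data, passing the limit was not always enough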;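 also: myotubes were challenged with 10 µM simvastatin during compound exposure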
ERp5 inh: inhibitors of ERp5-driven insulin aggregation, primary screen, biochemical, turbidity, absorbance 650 nm, single point; Protein disulfide-isomerase A6 (Homo sapiens), Q15084; 90 min; inhibition, % at 9.99 µM; 0.05% of 350,000 active;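 active = mean replicate inhibition above about 25%, with every replicate also reaching it, limit read from the data, passing the limit was not always enough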
Target sequence (Q15084 whole entry, looked up): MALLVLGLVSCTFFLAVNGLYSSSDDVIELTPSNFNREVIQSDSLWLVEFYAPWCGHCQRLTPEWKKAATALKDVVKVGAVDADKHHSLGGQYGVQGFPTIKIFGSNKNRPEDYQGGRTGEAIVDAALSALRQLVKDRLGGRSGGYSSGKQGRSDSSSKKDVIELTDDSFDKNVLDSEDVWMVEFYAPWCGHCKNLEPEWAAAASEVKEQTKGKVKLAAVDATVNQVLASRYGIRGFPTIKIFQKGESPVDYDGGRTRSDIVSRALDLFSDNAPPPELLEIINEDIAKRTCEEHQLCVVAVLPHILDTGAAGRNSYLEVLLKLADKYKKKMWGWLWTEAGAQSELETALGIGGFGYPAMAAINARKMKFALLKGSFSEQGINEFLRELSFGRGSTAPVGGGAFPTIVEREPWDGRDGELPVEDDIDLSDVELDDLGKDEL
Cneo AK release: Cryptococcus neoformans cell lysis inducers, primary screen, AK release luminescence, single concentration | C. neoformans lysis, adenylate kinase release luminescence, 4 h; normalised: neutral wells 0, clomiphene wells 100 | lysis activity, % at 15 µM | 0.2% of 360,000 active;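 active = mean lysis activity across replicates of at least 80%, whatever share of replicates individually reach that level; inactive = mean lysis activity below 80%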
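Test system: log-phase Cryptococcus neoformans yeast cells; Quantity: yeast cell density of 5 × 10^6 cells/mL; Buffer or medium: YPD; Doses: single compound concentration per well; Timing: 4 h at 37 °C static, read 1 h later; Measured by: AK luminescence; Read-out basis: lysis from increased AK signal; Control set: Clomiphene as positive control.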
SIRT5 block: SIRT5 desuccinylase inhibitors, primary screen, biochemical, fluorescence imaging, single point, set 5; inhibition, % at 15 µM; 1.1% of 330,000 active; NAD-dependent protein deacylase sirtuin-5, mitochondrial (Homo sapiens), Q9NXA8; Purified SirT5, succinyl-peptide AMC, trypsin-coupled fluorescence; AID 652115, 2013; in the data active = inhibition above about 15%
Target sequence (Q9NXA8 whole entry, looked up): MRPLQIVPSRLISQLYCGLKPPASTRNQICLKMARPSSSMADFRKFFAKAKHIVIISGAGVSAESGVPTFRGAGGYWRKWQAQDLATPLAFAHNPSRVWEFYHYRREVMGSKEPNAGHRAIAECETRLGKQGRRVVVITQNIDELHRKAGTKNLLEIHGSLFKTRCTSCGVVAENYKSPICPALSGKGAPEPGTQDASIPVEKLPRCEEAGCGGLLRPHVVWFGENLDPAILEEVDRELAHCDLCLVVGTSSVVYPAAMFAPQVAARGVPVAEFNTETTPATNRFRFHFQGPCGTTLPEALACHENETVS
The depositor's hits bear a star; . = not tested or not shown; & = joins results of further samples; [ ] = remark or other dose.

smiles,miR122 inh,esBAF inh,ARNT TACC3 PPI,Statin myotox sup,ERp5 inh,Cneo AK release,SIRT5 block
CCOC(=O)c1sc(NC(=O)/C=C/c2cnn(C)c2C)c(C(=O)OC(C)C)c1C,0,7,3,2,7,0,-1
CC=Cc1ccc2n(c1=O)C[C@@H]1[C@@H](CO)[C@H](C(=O)N3CCCCC3)N(C(=O)CC3CC3)[C@H]21 (mixture of isomers),-3[16.7 µM],-5,-11,-5,5,-2,2
O=C(Nc1ccccc1N1CCCC1)c1ccc2c(c1)OCO2,-2,2,1,11,.,1,.
O=c1c(Cc2c(F)cccc2Cl)c(O)ccn1CC1CCCO1 (stereo unspecified),.,.,-3,.,-4,.,1
CN(CC(=O)Nc1cccc(F)c1)C(=O)c1cccnc1Sc1ccccc1,7,.,1,.,5,.,-1
COc1cccc(NC(=O)C[C@@H]2CC[C@H]3[C@@H](COc4ccc(NC(=O)C5CC5)cc4C(=O)N3C)O2)c1,-6[16.7 µM],-1,11,-14,-12,-3,.
CCCNC(=O)c1nn2c(C(F)(F)F)cc(-c3ccccc3)nc2c1Cl,-4,-4,0,-26,3,-2,1
Cc1cccc(C(=O)OCc2cncs2)c1,4,15,-3,2,3,3,-3

Among those listed so far, two have a Cl atom:
smiles,miR122 inh,esBAF inh,ARNT TACC3 PPI,Statin myotox sup,ERp5 inh,Cneo AK release,SIRT5 block
O=c1c(Cc2c(F)cccc2Cl)c(O)ccn1CC1CCCO1 (stereo unspecified),.,.,-3,.,-4,.,1
CCCNC(=O)c1nn2c(C(F)(F)F)cc(-c3ccccc3)nc2c1Cl,-4,-4,0,-26,3,-2,1

(listing goes on)
smiles,miR122 inh,esBAF inh,ARNT TACC3 PPI,Statin myotox sup,ERp5 inh,Cneo AK release,SIRT5 block
O=C(NCc1cccc(F)c1)C1CCC(=O)N(C2CC2)C1 (stereo unspecified),-11,-2,-25,13,-3,6,-6
O=C1/C(=C/c2cccc(F)c2)Oc2cc(O)ccc21,.,10,-3,7,1,5,-4
O=C(N/N=C1\CCCc2ccccc21)c1cccc(Br)c1,-3,38,-11,-17,1,-1,-4
O=C(CCOc1ccccc1)Nc1ccnn1C1CCN(C(=O)CCC(F)(F)F)CC1,3,13,-9,-2,-1,-3,-2
Cc1ccc(-c2ccc(/C=N/O)o2)cc1[N+](=O)[O-],.,.,6,.,4,.,-1
COc1ccccc1Nc1ccc(S(=O)(=O)N2CCCCC2)cc1[N+](=O)[O-],-1,.,-6,.,7,-8,8
C=CCOC(=O)C1=C[C@H](c2ccc(Br)cc2)[C@@H](CCCO)[C@H](OCC)O1,-2,1,-9&-5,14,-2&-1,-4&-2,-4
Cc1nn(C(=O)c2cccs2)c(C)c1CN1C(=O)c2ccccc2C1=O,-6,0,-8,-7,-6,0,-5

Additional compounds:
smiles,miR122 inh,esBAF inh,ARNT TACC3 PPI,Statin myotox sup,ERp5 inh,Cneo AK release,SIRT5 block
O=C(NCc1ccc(F)cc1)C1CCCN1S(=O)(=O)c1ccc(F)cc1 (stereo unspecified),4,0,.,6,3,0,.
OCCCc1nc2ccccc2n1CCc1ccccc1,-22,0,-3,1,3,2,0
COc1cc(C=C2C(=O)c3ccccc3C2=O)ccc1O,0,1,-4,7,4,5,7
COC1OC(COCc2ccccc2)C(N)C(OCc2ccccc2)C1OCc1ccccc1 (stereo unspecified),.,-5,-5,2,2,0,.
CC(C)c1nnc(NC(=O)CCS(=O)(=O)c2nc(-c3cccs3)cc(C(F)(F)F)n2)s1,0,-14,-1,25,.,.,.
C/C(CC(=O)Nc1ccc(C)c(Cl)c1)=N\NC(=O)Cc1cnc(N)s1,.,.,7,.,4,.,-4
CCOc1ccc(NC(=O)Cn2nnc(-c3ccc(C(N)=O)cc3)n2)cc1S(=O)(=O)N1CCCC1,4,3,0,-7,2,-4,3
Cc1ccc(S(=O)(=O)N2CCN(CC(=O)N/N=C/c3ccc(Br)s3)CC2)cc1,4,.,-6,.,.,0,.

Continuation:
smiles,miR122 inh,esBAF inh,ARNT TACC3 PPI,Statin myotox sup,ERp5 inh,Cneo AK release,SIRT5 block
CC(C)NC[C@@H]1[C@H](c2ccc(C3=CCCCC3)cc2)[C@H](CO)N1C(=O)NC(C)C,0[16.7 µM],-10,16,-53,3,2,-2
Cc1ccc(S(=O)(=O)Cc2ccc(C(=O)NCCCN3CCN(C)CC3)o2)cc1,0,8,6,-3,.,-2,.
Brc1cccc(Cn2c(-c3cncs3)nc3ccccc32)c1,0,4,-4,6,.,13,.
O=C(CNc1cccc(S(=O)(=O)N2CCCCC2)c1)Nc1cccc(F)c1,6,-7,6,5,6,-2,-3
COCCN(C(=O)CSc1nnc(-c2cccc(C)c2)n1C)c1c(N)n(Cc2ccccc2)c(=O)[nH]c1=O,.,.,0,.,4,.,-1
O=C(C[C@H]1CC[C@@H]2[C@H](COC[C@H](O)CN2C(=O)c2cnccn2)O1)NCc1ccc(F)cc1,0[16.7 µM],-2,1,11,3,-2,7
NC[C@@H]1O[C@H](C23CC4CC(CC(C4)C2)C3)Cc2c1ccc(O)c2O,-3,-6,16,-28,0,0,-1
COc1ccccc1NC(=O)Cn1cnc2sc(C(=O)NCc3ccco3)c(C)c2c1=O,-3,-2,2,10,.,-5,.

New compounds follow.
smiles,miR122 inh,esBAF inh,ARNT TACC3 PPI,Statin myotox sup,ERp5 inh,Cneo AK release,SIRT5 block
CC1Cc2cc(/C(O)=C3\C(=O)C(=O)N(CCN4CCOCC4)C3c3ccccc3F)ccc2O1 (stereo unspecified),-2,21,-5,21,.,-1,.
COc1ccc(S(=O)(=O)Nc2ccc3c(c2)C(=O)N([C@H](C)CO)C[C@H](C)[C@H](CN(C)S(=O)(=O)c2cccs2)OCCCC[C@@H](C)O3)cc1,13[16.7 µM],0,-4,-41,-5,-1,11
Cc1ccc(OCCCCn2ccnc2C)c(C)c1,.,0,4,.,5,4,-2
CN(C(=O)COC(=O)c1ccc(Cl)c(S(=O)(=O)NCc2ccccc2)c1)C1CCS(=O)(=O)C1 (stereo unspecified),2,-4,-2,6,1,0,-1
CN(C(=O)c1cccc(NC(=O)Cc2ccc(NC(=O)C3CCCN(C(=O)C4CCCCC4)C3)cc2)c1)C1CCC1 (stereo unspecified),-6,2,-1,-10,3,-1,2
Cc1ccc(N2C(=O)c3ccccc3[C@](C)(C(=O)O)[C@@H]2c2ccc(CO)cc2)nc1,.,.,-3,.,3,26,5
CCN1CCN(S(=O)(=O)c2ccc(Cl)c(C(=O)N(C)Cc3ccccc3)c2)CC1,2,-1,11,-13,-13,3,0
C[C@@H]1CCCCO[C@H](CN(C)Cc2ccc(C(F)(F)F)cc2)[C@H](C)CN([C@H](C)CO)C(=O)c2cc(NC(=O)Nc3ccc4c(c3)OCO4)ccc2O1,0[16.7 µM],-3,5,.,0,-3,1

Following part
smiles,miR122 inh,esBAF inh,ARNT TACC3 PPI,Statin myotox sup,ERp5 inh,Cneo AK release,SIRT5 block
CCCCN(C(=O)c1cc(S(=O)(=O)N2CCCCCC2)ccc1OC)c1ccccc1,10,-7,2,-2,-5,-3,-4
CSCCNC(=O)c1cccc(Cl)c1,-10,7,-3,4,2,.,-5
O=C(Nc1ccc(F)cc1)N1C[C@H]2[C@@H](c3ccccc31)[C@@H](CO)N2Cc1ccccc1Cl,-4[16.7 µM],7,0,-25,1,-5,1
Cc1ccccc1C(=O)NC(C)C(c1cccs1)N1CCOCC1 (stereo unspecified),.,8,-5,8,-5,-2,-1
COC(=O)Nc1ccccc1C(=O)N1CCN(c2ccc(C)cc2)CC1,5,14,.,3,-7,.,-5
COc1ccc(S(=O)(=O)Nc2ccc3c(c2)C(=O)N([C@H](C)CO)C[C@@H](C)[C@H](CN(C)C(=O)Nc2ccc(F)cc2)OCCCC[C@@H](C)O3)cc1,-1[16.7 µM],3,-5,-1,6,3,15*
CC(=O)c1ccc(N2CCN(S(=O)(=O)c3c(C)[nH]c(=O)[nH]c3=O)CC2)cc1,.,.,32,.,5,.,4
Cc1ccc(S(=O)(=O)N2CCC(C)CC2)cc1[N+](=O)[O-],.,.,3,.,9,.,-6

(continued)
smiles,miR122 inh,esBAF inh,ARNT TACC3 PPI,Statin myotox sup,ERp5 inh,Cneo AK release,SIRT5 block
CCOC(=O)c1sc2nc(CC(=O)OC)nc(N(C)CCc3ccccn3)c2c1C,-1,.,1,.,-1,.,-1
CCN(CC)C(C(=O)Nc1ccc(C(C)C)cc1)c1ccc2c(c1)OCO2 (stereo unspecified),4,0,-1,-5,.,.,.
Nc1ncnc2c1ncn2[C@@H]1O[C@H](CNC(=O)[C@@H](N)Cc2ccccc2)[C@@H](O)[C@H]1O,-8,-9,-5,-3,-1,0,-3
CC(C)(C)c1cccc(OCCCSc2ncccn2)c1,-3,32,-23,-1,.,-1,.
Cc1nc(N)ncc1Sc1ccccc1,.,-3,-1,6,1,.,-3

Filtered by structure: the entries above with an aryl methoxy group.
smiles,miR122 inh,esBAF inh,ARNT TACC3 PPI,Statin myotox sup,ERp5 inh,Cneo AK release,SIRT5 block
COc1cccc(NC(=O)C[C@@H]2CC[C@H]3[C@@H](COc4ccc(NC(=O)C5CC5)cc4C(=O)N3C)O2)c1,-6[16.7 µM],-1,11,-14,-12,-3,.
COc1ccccc1Nc1ccc(S(=O)(=O)N2CCCCC2)cc1[N+](=O)[O-],-1,.,-6,.,7,-8,8
COc1cc(C=C2C(=O)c3ccccc3C2=O)ccc1O,0,1,-4,7,4,5,7
COc1ccccc1NC(=O)Cn1cnc2sc(C(=O)NCc3ccco3)c(C)c2c1=O,-3,-2,2,10,.,-5,.
COc1ccc(S(=O)(=O)Nc2ccc3c(c2)C(=O)N([C@H](C)CO)C[C@H](C)[C@H](CN(C)S(=O)(=O)c2cccs2)OCCCC[C@@H](C)O3)cc1,13[16.7 µM],0,-4,-41,-5,-1,11
CCCCN(C(=O)c1cc(S(=O)(=O)N2CCCCCC2)ccc1OC)c1ccccc1,10,-7,2,-2,-5,-3,-4
COc1ccc(S(=O)(=O)Nc2ccc3c(c2)C(=O)N([C@H](C)CO)C[C@@H](C)[C@H](CN(C)C(=O)Nc2ccc(F)cc2)OCCCC[C@@H](C)O3)cc1,-1[16.7 µM],3,-5,-1,6,3,15*
